NPY-Y1 PAM-ag – NPY-Y1 receptor potentiators or agonists, primary screen, cell-based | NPY-Y1 expressing cells, potentiator/agonist activation | activation, % at 3.6 µM | 0.37% of 220,000 active | AID 1304, 2008; in the data active = activation above about 33%, passing the limit was not always enough;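 also: cells stimulated with NPY at EC10 then isoproterenol at EC100; 0% = low agonist plus stimulus and 100% = saturating agonist plus stimulus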
eIF4E 4G PPI – eIF4E–eIF4G protein interaction inhibitors, primary screen, biochemical, uHTS, TR-FRET, eIF4GI fragment; Eukaryotic translation initiation factor 4E (Mus musculus) + Eukaryotic translation …; TR-FRET eIF4E-eIF4GI(517-606) binding, 2 h; inhibition, % at 21.7 µM; 0.37% of 220,000 active;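 active = inhibition above about 30%, limit read from the data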;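 also: 0% = full FRET control wells and 100% = background wells lacking eIF4GI fragment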
S1P4 antag – S1P4 receptor antagonists, primary screen, cell-based; AID 1510, 2009; inhibition, % at 4.98 µM; S1P4-expressing cells, antagonist mode, reporter read-out; 0.26% of 220,000 active; Sphingosine 1-phosphate receptor 4 (Homo sapiens), O95977; in the data active = inhibition above about 29%;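 also: 0% = wells stimulated with agonist and 100% = vehicle wells without agonist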
Target sequence (O95977 whole entry, looked up): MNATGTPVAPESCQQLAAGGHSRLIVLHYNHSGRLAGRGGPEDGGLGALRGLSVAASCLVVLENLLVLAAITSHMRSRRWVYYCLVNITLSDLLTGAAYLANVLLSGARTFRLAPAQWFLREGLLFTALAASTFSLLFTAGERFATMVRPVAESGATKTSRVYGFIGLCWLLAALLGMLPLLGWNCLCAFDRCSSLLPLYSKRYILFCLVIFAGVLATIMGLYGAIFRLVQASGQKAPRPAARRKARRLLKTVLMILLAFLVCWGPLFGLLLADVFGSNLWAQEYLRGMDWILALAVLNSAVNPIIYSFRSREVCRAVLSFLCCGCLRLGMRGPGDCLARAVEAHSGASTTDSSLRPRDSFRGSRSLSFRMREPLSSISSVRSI
NPY-Y2 PAM-ag – NPY-Y2 potentiators or agonists, primary screen, cell-based | activation, % at 3.6 µM | Neuropeptide Y receptor type 2 (Homo sapiens), P49146 | cells expressing NPY-Y2, potentiator/agonist read-out | 0.45% of 220,000 active; in the data active = activation above about 27%;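 also: cells stimulated with NPY near EC25 plus isoproterenol at EC100; 0% = vehicle plus submaximal agonist and 100% = vehicle plus saturating agonist; some results beyond the cut were filed as inactive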
p97 ATPase inh – inhibitors of human p97 ATPase, primary screen, biochemical; recombinant p97 ATPase, Kinase-Glo ATP luminescence, 3 h; inhibition, % at 8 µM; 0.42% of 220,000 active; AID 1481, 2009; in the data active = inhibition above about 15%;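 also: 0% = DMSO vehicle and 100% = wells lacking enzyme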
NPY Y1 blocker – NPY-Y1 receptor antagonists, primary screen, cell-based | Neuropeptide Y receptor type 1 (Homo sapiens), P25929 | HEK293-CNG Y1 cells, membrane potential fluorescence; NPY at EC95, then isoproterenol | inhibition, % at 3.6 µM | 1% of 200,000 active | AID 1040, 2008;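 active = inhibition above the campaign mean inhibition of all tested compounds plus 3 SD, cut at about 20% in these data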;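 also: 0% = DMSO wells given NPY plus isoproterenol and 100% = isoproterenol alone without NPY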
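material = HEK293 cells with Y1 receptor plus CNG channel | also added = NPY 25 nM then isoproterenol 1 µM plus Ro 20-1724 25 µM | schedule = dye 3 h, compound 60 min room temperature, stimulation 45 min | measured by = membrane potential fluorescence | benchmarks = high control isoproterenol alone, low control NPY with isoproterenol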
PGE2 EP2 inh – human EP2 receptor antagonists, primary screen, TR-FRET cAMP, C6 glioma cells; Prostaglandin E2 receptor EP2 subtype (Homo sapiens), P43116; C6 glioma cells expressing human EP2; cells stimulated with saturating PGE2; inhibition, % at 25 µM; 0.52% of 260,000 active;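 active = percent inhibition above 40 after rounding to a whole number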;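 also: rat C6 glioma host cells with rolipram phosphodiesterase inhibitor present; the protocol text gives 20 µM as final concentration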
Target sequence (P43116 whole entry, looked up): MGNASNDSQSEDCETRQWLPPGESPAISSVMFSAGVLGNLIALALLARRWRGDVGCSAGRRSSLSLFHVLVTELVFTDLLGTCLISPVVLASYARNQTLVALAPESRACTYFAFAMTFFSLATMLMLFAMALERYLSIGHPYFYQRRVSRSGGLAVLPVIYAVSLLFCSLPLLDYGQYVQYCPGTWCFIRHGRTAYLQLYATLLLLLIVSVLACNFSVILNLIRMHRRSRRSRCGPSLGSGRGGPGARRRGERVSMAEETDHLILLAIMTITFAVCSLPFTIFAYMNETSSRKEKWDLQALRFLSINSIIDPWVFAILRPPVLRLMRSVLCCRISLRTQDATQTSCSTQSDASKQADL
EP2 modulator – EP2 receptor modulators, cAMP readout, primary screen, cell-based, HTRF cAMP, PGE2 stimulation; EP2-expressing cells, cAMP HTRF FRET, PGE2 co-stimulation; induction, % at 25 µM; 0.83% of 260,000 active;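 active = compounds whose cAMP rise, as percent of the full-agonist control response, exceeds 60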;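 also: rat C6 glioma line stably carrying human EP2 under a CMV promoter; the protocol text gives 20 µM as final concentration; 100% = response of wells given 1 µM PGE2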
S1P4 ag – S1P4 receptor agonists, primary screen, cell-based. activation, % at 4.98 µM. S1P4-expressing cell line, agonist reporter assay. 0.35% of 220,000 active. Sphingosine 1-phosphate receptor 4 (Homo sapiens), O95977; in the data active = activation above about 11%;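 also: 0% = DMSO vehicle and 100% = reference agonist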
Starred values were filed as active, the others as inactive; . = no result given; & = joins results of further samples; [ ] = another dose, or the depositor's remark.

SMILES	NPY-Y1 PAM-ag	eIF4E 4G PPI	S1P4 antag	NPY-Y2 PAM-ag	p97 ATPase inh	NPY Y1 blocker	PGE2 EP2 inh	EP2 modulator	S1P4 ag
CCSc1nc2[nH]ncc2c(=O)[nH]1	16	-2[fluorescence artefact?]	-8	6	5	-3	10	3	0.3
CC1CCCCC1NC(=O)/C(C#N)=C/c1ccc2c(c1)OCCO2 (stereo not given)	-18	-4	13	3	4	17	11	-52	0.4
COc1ccccc1N1CCN(C(=O)Cn2nc(C(F)(F)F)c3c2CCC3)CC1	12	4	-17	1	-2	-4	8	9	-3.0
O=C(NCc1ccncc1)c1ccc(Cl)c(S(=O)(=O)N2CCOCC2)c1	3	-9	0	-7	5	1	10&13	15&-18	-1.1
Cc1csc(NC(=O)C(CC(C)C)NS(=O)(=O)c2ccc3c(c2)oc(=O)n3C)n1 (stereo not given)	-6	-5	-3	-9	2	0	13	-17	-0.5
O=C(Nc1cc(Cl)ccn1)C1(c2ccccc2)CC1(Cl)Cl (stereo not given)	-13	4	3	0	17*	.	1	6	1.9
COc1ccc2[nH]c(C)c(CCN(Cc3cccs3)C(=S)Nc3ccccc3)c2c1	8	0	-9	3	-5	-3	9	-9	-0.4
COCCOC(=O)c1c(C)oc2ccc(OS(C)(=O)=O)cc12	2	-3	-6	-10	-1	6	5	-14	-0.7
CC[C@@H](Nc1ncnc2c1oc1ccccc12)C(=O)O	-14	-1	-4	-2	-2	.	5	-5	0.8
COc1cccc(S(=O)(=O)N2CCN(C(=O)c3ccco3)CC2)c1	-15	1	4	9	3	-4	5	11	-0.1
CCOC(=O)c1c(NC(=O)C2CC2)sc2c1CC(C)(C)OC2	-20	-10	-4	-9	-6	.	5	16	1.3
CCCCOc1ccccc1C1C(C(N)=O)=C(C)Nc2nnnn21 (stereo not given)	16	6	-44	-7	-2	5	8	9	2.1
CC1=Nn2c(nc(-c3ccccc3)c2-c2ccccc2)NC(=O)C1Br (stereo not given)	-26	8[fluorescence artefact?]	0	-3	-2	4	16	12	-0.4
COc1ccccc1N(Cc1cc(=O)[nH]c2ccccc12)C(=O)c1ccccc1	8	58*	-5	2	5	.	9	31	0.6
O=[N+]([O-])C(=c1ccc2c(c1)N1C3=C(CCCC3)CC3CCCCC31N=2)[N+](=O)[O-] (stereo not given)	18	35*	-7	8	7	.	1	-25	-0.2
COc1ccc(NS(=O)(=O)c2cccc(N3CC(O)=C(c4ccccc4)C3=N)c2)cc1	-5	2	9	8	-3	-4	3	-1	0.1
COc1ccc2nc(NC(=O)CN(C)S(=O)(=O)c3cccs3)sc2c1	11	.	-6	2	4	-8	29	-49	-1.1
Nn1cc(-c2ccccc2)nc1SCC(=O)Nc1ccc2c(c1)OCO2	-5	-1	8	-2	1	3	0	-59	-0.4
COCCOC(=O)C1=C(C)N(Cc2ccccc2)C(=O)NC1c1cccc(OC)c1OC (stereo not given)	-6	-4	-17	2	-1	-7	12	19	-1.2
O=[N+]([O-])c1ccc(S(=O)(=O)N2CCSC2c2ccco2)cc1 (stereo not given)	15	-1	-4	11	6	.	9	-13	1.3

The last two entries of the part before open the next one.
SMILES	NPY-Y1 PAM-ag	eIF4E 4G PPI	S1P4 antag	NPY-Y2 PAM-ag	p97 ATPase inh	NPY Y1 blocker	PGE2 EP2 inh	EP2 modulator	S1P4 ag
COCCOC(=O)C1=C(C)N(Cc2ccccc2)C(=O)NC1c1cccc(OC)c1OC (stereo not given)	-6	-4	-17	2	-1	-7	12	19	-1.2
O=[N+]([O-])c1ccc(S(=O)(=O)N2CCSC2c2ccco2)cc1 (stereo not given)	15	-1	-4	11	6	.	9	-13	1.3
COCCNC(=O)c1cc2nc(-c3ccc(F)cc3)cc(C(F)(F)F)n2n1	-2	-5	-1	-14	4	4	5	-19	0.0
COCc1cc(C)[nH]c(=O)c1C(=O)NC12CC3CC(CC(C3)C1)C2	-5	0	11	13	2	5	4	-9	1.3
O=C(NC(=S)N1CCN(Cc2ccc3c(c2)OCO3)CC1)c1ccc(Cl)cc1	-36	-5	-12	-11	6	6	11	-8	0.9
c1ccc(C2CCC3(CC2)Oc2ccccc2C2CC(c4cccnc4)=NN23)cc1 (stereo not given)	-1	9[fluorescence artefact?]	7	5	5	6	5	32	1.4
CN(C)CCCNc1c(C(=O)O)cnc2c1cnn2C	2	0	-3	3	1	-2	9	15	-2.1
CCCNC(=O)C12CCC(C)(C(=O)O1)C2(C)C (stereo not given)	23	1	-7	-2	5	.	10	4	0.7
CC(=O)c1cccc(NC(=O)C2C3C=CC(C3=C(c3ccccc3)c3ccccc3)C2C(=O)O)c1 (stereo not given)	-6	1	2	-7	0	10	10	21	1.5
Cn1c(SCC(N)=O)nnc1-c1cnccn1	12	3	-5	-4	2	2	10&7	16&-1	1.8
O=CN/C=C/c1cc(O)ccc1O	9	0	21	0	-4	.	111*	-44	1.1
Cc1ccc(C(=O)Nc2ccccc2C(=O)O)cc1S(=O)(=O)NCc1ccccc1	10	4	-6	-5	5	8	6	-12	0.8
COc1ccc(S(=O)(=O)N2CCOC2CNC(=O)C(=O)NCCc2c[nH]c3ccccc23)cc1 (stereo not given)	-1	4	2	3	3	-4	8	-41	1.4
CCOC(=O)C1(Cc2cccc(F)c2)CCN(CC2CC2)CC1	-19	2	3	-20	0	17	6	-3	-0.3
CCN(CC)c1ccc(/C=C2/SC(=O)N(C(C)C)C2=O)o1	4	11	8	16	-6	2	10	-3	1.2
CC(=O)NCC(=O)NC(Cc1ccccc1)C(N)=O (stereo not given)	-10	9[fluorescence artefact?]	-7	14	5	3	12	27	1.1
CCOc1ccccc1-n1c(SCC(=O)NC(C)(C)C)nnc1-c1ccoc1C	-6	-2[fluorescence artefact?]	-25	-6	-2	9	6	24	-3.4
CCOC(=O)C1=C(NC(=S)NC(=O)c2ccccc2)c2ccccc2CC1C(C)C (stereo not given)	11	0	2	-3	-2	2	10	20	-1.3
CCOc1ccc(-n2c(-c3ccccc3)nnc2-c2ccccc2)cc1	-32	4[fluorescence artefact?]	12	-24	-1	10	5	53	-0.8
CCCCc1nnc(NC(=O)C(=O)OCC)s1	-5	-2	-20	4	1	2	14	33	0.3
CC(=O)Nc1nc(C)c(Cc2ccccc2)c(=O)[nH]1	3	8	-10	6	1	7	7	37	-0.4
COc1ccc(Cl)cc1NC(=S)NCCC(c1ccccc1)c1ccccc1	3	-7	-15	0	9	6	8	1	-1.2
Cc1cc(=O)[nH]c2c1c(C)nn2-c1ccccc1	-7	0[fluorescence artefact?]	-18	-4	0	4	5	20	-0.8
Oc1ccc(/C=N/NC(=S)N/N=C/c2ccc(O)cc2)cc1	9	-8	1	-11	2	3	9	-69	0.8
O=C1c2ccccc2C(Nc2ccc(Cl)cn2)N1Cc1ccccc1 (stereo not given)	-13	-3	-14	-4	-1	5	10	47	0.9
COc1ccc(C(=O)Nc2ccc(Cl)cc2C(=O)NCc2ccco2)cc1	-77	-3	-36	-42	0	25*	4	54	3.4
CCCCCOC(=O)Cn1c(N2CCOCC2)nc2c1c(=O)[nH]c(=O)n2C	5	3	-16	-13	-1	4	17	-4	1.7
CCc1ccc(NC2=NCC(=O)N2Cc2ccc3c(c2)OCO3)cc1	2	13	12	-2	2	5	8	9	-0.9
Cc1cc(Cl)ccc1OCCCC(=O)NCC1CCCO1 (stereo not given)	-8	-6	-2	19	3	7	8	-11	1.4
O=C(O)c1cc([N+](=O)[O-])ccc1NCCO	-7	6[fluorescence artefact?]	-12	-2	5	8	10	15	0.5
CCOc1ccccc1N1CCN(C(=O)CCCN2C(=O)c3cccc4cccc(c34)C2=O)CC1	-33	-3	-14	-11	-7	0	9	6	2.0
O=C(CCC(=O)NNc1nc2ccccc2c2nc(-c3ccccc3)nn12)NCCCN1CCOCC1	0	0	-1	-6	0	5	10	14	1.2
COC(=O)C1=C(C)N(C)C(C)=C(C(=O)OC)C1c1cccc(Br)c1	-12	5	2	0	-5	11	15	67*	0.8
CC(C)OC(=O)C1C2C=CC3(CN(CC4CCCO4)C(=O)C13)O2 (stereo not given)	15	-7&0	-21	11	2	3	13&6	11&-4&-14	-1.4
C=CCN=C1CCCc2c1[nH]c1ccc(C)cc21	1	3	-14	-2	0	5	12	-41	0.2
Cc1nnc(C)n1/N=C/c1cc(Br)ccc1O	-3	4	-13	11	5	5	7	13	1.2
Cc1ccc2c(C(=O)CCl)c(C)[nH]c2c1	14	-6	-10	-10	36*	.	8	-2	-0.5
COc1ccc(/C(C)=N/NC(=O)c2nc(C)cc(C)n2)cc1	10	3	-6	7	-3	1	9	18	1.3
Cc1ccc2nc(-c3cccnc3)oc2c1	1	4[fluorescence artefact?]	-20	28	1	3	6	1	1.0
N#CCCn1cc(/C=N/NC(N)=S)c(-c2ccccc2)n1	-6	-1	0	2	5	-2	5	8	0.2
CCOc1ccc2[nH]c(=O)c(=O)[nH]c2c1	-30	-1	-2	2	-3	2	10	6	-0.7
COc1ccc(C(=O)NC2=NCCS2)cc1S(=O)(=O)N1CCCCC1C (stereo not given)	-12	4	7	-11	2	3	7	-49	-1.3

A portion from the list above, as a working copy:
SMILES	NPY-Y1 PAM-ag	eIF4E 4G PPI	S1P4 antag	NPY-Y2 PAM-ag	p97 ATPase inh	NPY Y1 blocker	PGE2 EP2 inh	EP2 modulator	S1P4 ag
CC(C)OC(=O)C1C2C=CC3(CN(CC4CCCO4)C(=O)C13)O2 (stereo not given)	15	-7&0	-21	11	2	3	13&6	11&-4&-14	-1.4
C=CCN=C1CCCc2c1[nH]c1ccc(C)cc21	1	3	-14	-2	0	5	12	-41	0.2
Cc1nnc(C)n1/N=C/c1cc(Br)ccc1O	-3	4	-13	11	5	5	7	13	1.2
Cc1ccc2c(C(=O)CCl)c(C)[nH]c2c1	14	-6	-10	-10	36*	.	8	-2	-0.5
COc1ccc(/C(C)=N/NC(=O)c2nc(C)cc(C)n2)cc1	10	3	-6	7	-3	1	9	18	1.3
Cc1ccc2nc(-c3cccnc3)oc2c1	1	4[fluorescence artefact?]	-20	28	1	3	6	1	1.0
N#CCCn1cc(/C=N/NC(N)=S)c(-c2ccccc2)n1	-6	-1	0	2	5	-2	5	8	0.2
CCOc1ccc2[nH]c(=O)c(=O)[nH]c2c1	-30	-1	-2	2	-3	2	10	6	-0.7
COc1ccc(C(=O)NC2=NCCS2)cc1S(=O)(=O)N1CCCCC1C (stereo not given)	-12	4	7	-11	2	3	7	-49	-1.3

Screening results deposited in PubChem BioAssay by several laboratories.

An excerpt; count on the stated rates, not on these rows.
